LDHA inh: qHTS assay for inhibitors of human lactate dehydrogenase | L-lactate dehydrogenase A chain (Homo sapiens), P00338 | purified LDHA, NADH/diaphorase-resazurin fluorescence; hits give low values | activity change, % (values are at about 110 or 230 µM) | 0.15% of 480,000 active | AID 1347041, 2019; in the data active = activity change below about -30%; inconclusive = mostly about -25% to -30%;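 note: plate controls were DMSO wells for no effect and wells without enzyme for full effect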
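LDH5 2 nM; NADH 0.06 mM, pyruvate 0.2 mM; 200 mM Tris pH 7.4, EDTA, Tween-20; 5 min RT. Detection: diaphorase 0.133 mg/mL + resazurin 37 µM, fluorescence ex540/em590 at 0 and 20 min; normalized to enzyme-free and DMSO wells.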
Numbers without * were called inactive; u = inconclusive; & = joins results of further samples.

SMILES | LDHA inh
CC(C)NCC(=O)NC(=O)NC(C)C | 6
COc1ccc(NC(=O)CCc2nc3cc(Cl)ccc3n(CC(C)C)c2=O)cc1 | -6
Cc1ccccc1OCC(=O)Nc1ccc(O)c(-c2nc3ccccc3o2)c1 | -5
COc1ccccc1C1=NOC(C(=O)N2CCN(c3ccccc3)CC2)C1 (configuration not stated) | -1
Cc1ccc(C(=O)N2CCN(Cc3ccc(Cl)cc3)CC2)cc1C | -3
CCOc1ccc(C=O)c2ccccc12 | 7
COc1ccc(CNc2cccc(C(=O)O)c2C)c(OC)c1 | 8
CCc1ccccc1NC(=O)c1sc(-n2nc(C)c(Cl)c2C)nc1C | -1
CC(NC(=O)C(=O)C1C(=O)Nc2ccccc21)C(=O)O (configuration not stated) | 1
O=C(O)c1ccc(CN2CCC(CO)CC2)cc1 | -1
Cc1ccc(C2Cc3ccccc3N2)cc1 (configuration not stated) | 2
c1ccc(Nc2ccc(-n3cccc3)cc2)cc1 | 6
CC(=O)c1c(C)[nH]c(-c2csc(CC(=O)Nc3ccc(C)cc3)n2)c1C | 1
COc1ccc(-c2ocnc2C(=O)Nc2ccc(C)c(Cl)c2)cc1OC | -13
CCc1ccccc1NC(=O)C(CC)CC | 6
O=Cc1cc(Br)c2c(c1)OCCCO2 | 10
Cc1noc(C)c1Cn1c(=O)c2c(ncn2Cc2ccccc2)n(Cc2ccccc2)c1=O | -2
Oc1c(C(Nc2ccccn2)c2ccccc2)cc(Cl)c2cccnc12 (configuration not stated) | 2&3
COc1ccc(-c2noc(CSc3nc(C4CC4)n(-c4ccccc4)n3)n2)cc1OC | 9
CC(C)(C)c1ccc(C2CC2C(=O)N/N=C/c2ccsc2)cc1 (configuration not stated) | -2
COc1ccc(C(NC(=O)CSc2ccc3c(c2)OCCCO3)c2ccc(OC)cc2)cc1 | 7
CC(C)(C)NC(NC(=O)c1ccc([N+](=O)[O-])cc1)C(Cl)(Cl)Cl (configuration not stated) | 8
Cc1cc(-c2[nH]c3ccccc3c2C=O)c(C)s1 | 1
CC(C)CNc1nc2c(c(=O)n(Cc3cccc(Cl)c3)c(=O)n2C)n1C | 2
O=C(Nc1cccc(C(F)(F)F)c1)c1c(-c2ccccc2)nc2n1CCS2(=O)=O | -23
CC1Cc2ccccc2N1C(=O)CCc1ncc(-c2c(F)cccc2F)o1 (configuration not stated) | 10
Cn1cc(S(=O)(=O)N2CCC(C(=O)Nc3cccc(Br)c3)CC2)cc1C(N)=O | -9
CN(C(=O)c1ccc2c(c1)C(=O)c1ccccc1-2)C1CCCc2ccccc21 (configuration not stated) | 7
CCOC(=O)c1c(S(=O)(=O)Nc2cc(C)ccc2OC)c(C)n(C)c1C | 1
Cc1cccc(N2C(N)=C(C#N)C3(C(=O)N(Cc4ccccc4F)c4ccccc43)C3=C2COC3=O)c1 (configuration not stated) | 10
COc1ccc(CC(NC(=O)c2ccc3c(c2)NC(=O)CCS3)c2ccc(OC)cc2)cc1 (configuration not stated) | 6
Cc1[nH]c2ccccc2c1SCCNC(=O)c1cccs1 | -25
COc1cccc2cc(S(=O)(=O)c3ccccc3F)c(=O)oc12 | 1
Cc1cccc(N(C)C(=O)COC(=O)c2ccc(F)cc2)c1 | 1
O=C(C(Sc1nc2ccccc2o1)c1ccccc1)N1CCCCC1 (configuration not stated) | 0
CCc1ccc2ncc(S(=O)(=O)c3ccc(C)c(C)c3)c(N3CCOCC3)c2c1 | -16
CCOc1ccccc1N(CC(=O)NC1CC1)S(C)(=O)=O | 4
Cc1ccc2oc(=O)cc(CN(Cc3ccccc3)Cc3ccco3)c2c1 | 2
COc1cc(CNC(=O)c2nccnc2N)ccn1 | 4
COc1ccc(-c2cc(C(=O)OC(C)C)c3ccccc3n2)cc1 | 0
C=CCn1c(NCCN(CC)CC)nc2c1c(=O)[nH]c(=O)n2C | 7
COc1cccc(C(=O)NN2CC(O)=C(c3nc(-c4ccc(Cl)cc4)cs3)C2=N)c1 | 3
CC(Sc1nc(-c2cccs2)nc2ccccc12)C(=O)NC(C)(C)C (configuration not stated) | -9
O=C(NCCc1cccs1)C1CCN(c2ccc(C(F)(F)F)cn2)CC1 | -31*
COc1cc(C2c3c(-c4cc(C)cc(C)c4O)n[nH]c3C(=O)N2Cc2cccnc2)ccc1O (configuration not stated) | 2
CC(C)CNc1nc(-c2ccc3c(c2)NC(=O)CO3)cs1 | 2
Nc1nc(COC(=O)c2cccc(Cl)c2)nc2ccccc12 | -3
CC(C)Oc1ccccc1C(C)NC(=O)Cc1cccs1 (configuration not stated) | -2
Nc1nccnc1C(=O)NCC(=O)Nc1ccc(F)c(F)c1 | 1
COc1ccc2cc(CN(C)C(=O)C3CCN(S(=O)(=O)c4cc(F)ccc4F)CC3)ccc2c1 | 3

Pulled one by one from the list above, three records:
SMILES | LDHA inh
Nc1nccnc1C(=O)NCC(=O)Nc1ccc(F)c(F)c1 | 1
CC(C)CNc1nc(-c2ccc3c(c2)NC(=O)CO3)cs1 | 2
C=CCn1c(NCCN(CC)CC)nc2c1c(=O)[nH]c(=O)n2C | 7

Following part.
SMILES | LDHA inh
COc1cccc(-n2ccn(Cc3c(F)cccc3Cl)c(=O)c2=O)c1 | 3
O=C(Cc1ccccc1)Nc1cccc2ncccc12 | 40
COc1cc(OC)cc(C(=O)Nc2ccc3oc(C)nc3c2)c1 | -1
COc1cccc(-c2c(NC(=O)c3cccc([N+](=O)[O-])c3)oc3ccc(Cl)cc3c2=O)c1 | -4
COc1ccccc1NC(=O)C(C)OC(=O)c1ccc2ccccc2n1 (configuration not stated) | 5
COc1ccc(NC(=O)N[C@@H](CCSC)C(=O)O)cc1 | -11
CCCOc1cc(S(=O)(=O)NC(CC)CO)ccc1Cl (configuration not stated) | 9
Cc1ccc(NC(=O)CSc2nc3c(=O)[nH]cnc3n2CC2CCCO2)c(Cl)c1 (configuration not stated) | 0
CCOc1ccc(NC(=O)Cc2cc(Cl)c3c(c2)OCCCO3)cc1S(=O)(=O)N1CCCC1 | -14
CCOC(=O)COc1nc(-c2ccco2)c2c(c1C#N)CCC2 | 6
CCOc1ccc(NC(=O)c2ccc(Cl)cc2Cl)c2cccnc12 | 11
Cc1ccc(C2CC(=O)c3cn4nc(C(F)(F)F)nc4nc3C2)cc1 (configuration not stated) | 9
Cc1cccc(C)c1OCC(=O)NCCc1nnc2ccccn12 | -19
COc1cc(OC)c(NC(=O)CSCc2cc(=O)n3cccc(C)c3n2)cc1Cl | -1
CC(=O)c1c(C)[nH]c(C(=O)C(C)Sc2ccc3c(c2)OCCCO3)c1C (configuration not stated) | 20
Cc1cc2oc(=O)cc(CSc3nncn3C)c2cc1C | -21
C=CCNC(=S)NNC(=O)c1cccc(C)c1 | 7
CC(=O)C(Sc1ccc([N+](=O)[O-])cc1)C(C)=O | 2
Cc1ccc(-c2nc3ccccc3c(C(=O)O)c2C)cc1 | 2
CC(NC(=O)CSc1nnc(C2CC2)n1C1CC1)c1ccc2c(c1)CCCC2 (configuration not stated) | -3

The closing 3 compounds of the part above come first, to join the parts:
SMILES | LDHA inh
CC(=O)C(Sc1ccc([N+](=O)[O-])cc1)C(C)=O | 2
Cc1ccc(-c2nc3ccccc3c(C(=O)O)c2C)cc1 | 2
CC(NC(=O)CSc1nnc(C2CC2)n1C1CC1)c1ccc2c(c1)CCCC2 (configuration not stated) | -3
O=C(C1=C(c2ccccc2)S(=O)(=O)CCO1)N(Cc1cccc(Cl)c1)c1ccccn1 | 11
O=C(CSc1ncnc2nc[nH]c12)Nc1ccccc1Cl | 5
Cc1ccccc1C(C)NC(=O)CN1CCN(c2ccc([N+](=O)[O-])c3cnccc23)CC1 (configuration not stated) | 36
Cc1cc(C)c(S(=O)(=O)Nc2ccc(Cl)cn2)cc1Br | 0
CN(CC(=O)NC(=O)NCc1ccccc1)Cc1ccsc1 | 4
O=C(Nc1ccc2c(c1)CCC2)N1CCC2(CC1)OCCO2 | 2
CC(Oc1ccc(C(C)C)cc1)C(N)=O (configuration not stated) | 0
O=C(O)C(Sc1ccc2ccccc2n1)c1ccccc1 (configuration not stated) | -2
CC(=O)NCc1ccc(-c2csc(-c3ccccc3C)n2)o1 | 13
CCCCC(CC)CNC(=S)NCc1ccc(C)cc1 (configuration not stated) | -2

An excerpt from above in order of number of heavy atoms, lowest first:
SMILES | LDHA inh
CC(Oc1ccc(C(C)C)cc1)C(N)=O (configuration not stated) | 0
CCCCC(CC)CNC(=S)NCc1ccc(C)cc1 (configuration not stated) | -2
O=C(O)C(Sc1ccc2ccccc2n1)c1ccccc1 (configuration not stated) | -2
CC(=O)NCc1ccc(-c2csc(-c3ccccc3C)n2)o1 | 13
O=C(C1=C(c2ccccc2)S(=O)(=O)CCO1)N(Cc1cccc(Cl)c1)c1ccccn1 | 11
Cc1ccccc1C(C)NC(=O)CN1CCN(c2ccc([N+](=O)[O-])c3cnccc23)CC1 (configuration not stated) | 36

Next part.
SMILES | LDHA inh
CCCCN(C)CCC(=O)Nc1ccc(F)cc1 | -7
CCc1ccc(-c2nc3ccccc3c(C(=O)O)c2C)cc1 | 8
O=C(CCC1CCCCC1)N(c1ccc(Br)cc1)C1C=CS(=O)(=O)C1 (configuration not stated) | 18
CCN(CC)S(=O)(=O)c1cc([N+](=O)[O-])ccc1N/N=C(/C)c1cccs1 | 4
O=C(CNC(=O)c1cc(-c2cccs2)nc2ccccc12)NC1CC1 | -6
CCc1nc(C#N)c(NCCc2ccc(OC)cc2)o1 | -3
COc1ccc(/C=C2\Oc3cc(OC(=O)C(C)(C)C)ccc3C2=O)cc1 | 5
O=C(NCCc1ccc(Cl)cc1)c1ccncc1 | 6
NC(N)=NC(N)=Nc1cc(Cl)cc(Cl)c1 | 0
N#Cc1ccc(Oc2cccc(C(=O)OCC(=O)c3ccccc3)c2)cc1C#N | 1
CN(C)S(=O)(=O)c1ccc(NC(=O)CCc2ncc(-c3ccc(F)cc3F)o2)cc1 | 7
O=C(Nc1cccc(F)c1)c1ccc2c(c1)CC(c1ccc(F)cc1)OC2=O (configuration not stated) | u
CCCC(O)(C(N)=O)c1ccccc1 (configuration not stated) | -4
COc1cc(Cl)c(C)cc1NC(=O)C(C)N1CCN(S(=O)(=O)Cc2ccccc2)CC1 (configuration not stated) | 0
COc1cc(C(=O)NCC2(c3ccccc3)CC2)cc(Cl)c1OCC(N)=O | -5
CCNC(=O)C1CCN(Cc2nnnn2-c2ccccc2)CC1 | 1
S=C(N/N=C1\CCCCC1C1CCCCC1)Nc1ccccc1 (configuration not stated) | -7
Cc1ccc(F)c(S(=O)(=O)N2CCCC2c2nc3ccccc3[nH]2)c1 (configuration not stated) | 9
Cc1ccc(NC(=O)Cn2ccc3sccc3c2=O)c(C)c1 | -3
O=[N+]([O-])c1ccc(Nc2cccc3ccccc23)nc1 | 11
O=C(CSc1ncc(-c2ccc(F)cc2)o1)Nc1ccccc1C(F)(F)F | -16
O=C(O)CNS(=O)(=O)c1ccc(Cl)s1 | 9
CN(C)c1ccc(-c2nn3c(CN4CCCCC4)nnc3s2)cc1 | 0
Cc1cccc(OC(=O)c2ccccc2Cl)c1C | -3
Cc1ccc(-c2n[nH]c(-c3ccccn3)n2)cc1 | 13
Cc1ccc(-c2noc(CNc3ccc(F)cc3C)n2)cc1 | 2
CN(CC(=O)N1CCN(CC(=O)NC(C)(C)C)CC1)c1nc(C(F)(F)F)nc2ccccc12 | 1
COc1ccc(/C=C/C(=O)c2ccc(O)cc2)cc1C | u
CC(C)[C@H](NC(=O)[C@@H](NC(=O)C1CC(=O)N(c2ccc(F)cc2)C1)C(C)C)C(=O)O (some centres not stated) | 4
O=C(O)C(c1c[nH]c2ccccc12)N1CCN(S(=O)(=O)c2ccccc2)CC1 (configuration not stated) | -7
Cc1ccc(CNC(=O)COc2ccc3c(C(F)(F)F)cc(=O)oc3c2)cc1 | 4
CC(C)CNC(=O)CN1CCN(c2cccc(Cl)c2C#N)CC1 | 3
O=C(NC1CCCCCC1)c1csc2ccccc12 | -2
CNc1c(NS(=O)(=O)c2ccc(C(C)C)cc2)c(=O)oc2ccccc12 | -14
O=C(OCc1cccc(COC(=O)c2ccc(OCC3CCCO3)cc2)c1)c1ccc(OCC2CCCO2)cc1 (configuration not stated) | 4
CC(NC(=O)OCc1ccccc1)C(=O)O (configuration not stated) | 2
CCc1cc(=O)oc2c(C)c(OC(C)C(=O)NCc3ccncc3)ccc12 (configuration not stated) | 4
CCN(Cc1ccccc1)C(=S)Nc1ccccc1C | -2
O=C(CC1C(=O)NCCN1C(=O)CN1CCN(C(=O)c2ccco2)CC1)Nc1ccc2c(c1)OCO2 (configuration not stated) | 0
CCOCCCNC(=O)c1ccc(C)c(C)c1 | -3

Reprinted from the part before: 5 entries, then new ones.
SMILES | LDHA inh
CC(NC(=O)OCc1ccccc1)C(=O)O (configuration not stated) | 2
CCc1cc(=O)oc2c(C)c(OC(C)C(=O)NCc3ccncc3)ccc12 (configuration not stated) | 4
CCN(Cc1ccccc1)C(=S)Nc1ccccc1C | -2
O=C(CC1C(=O)NCCN1C(=O)CN1CCN(C(=O)c2ccco2)CC1)Nc1ccc2c(c1)OCO2 (configuration not stated) | 0
CCOCCCNC(=O)c1ccc(C)c(C)c1 | -3
Cc1ccc(NC(=O)CSc2nc3c(cnn3-c3ccc(C)cc3)c(=O)[nH]2)cc1 | -3
O=C(Nc1nonc1-c1ccc2c(c1)CCCC2)c1cccs1 | 12
CN(C)C1(CNC(=O)C2CCN(C(=O)c3ccc(F)cc3)CC2)CCCCC1 | 1
Cc1cccc(C(C)C)c1NC(=O)C(C)OC(=O)C1=CN2CCS(=O)(=O)N=C2C=C1 (configuration not stated) | -3
CC(C)OC(=O)CCNC(=O)c1ccc(Cl)cc1Cl | -1
CC1(C)CCCC2(C)C1CCC1(C)OC(=O)CC12 (configuration not stated) | 5

Compound activity as filed in PubChem BioAssay.

A portion of the library, so the mix of outcomes need not match the whole.
